MEX-5 binding – C. elegans MEX-5 TCR-2 RNA binding activity; Q9XUB2; MEX-5/FITC-TCR2 RNA binding, fluorescence polarization; hits give low values; activity score (negative = inhibition of binding), % at 10 µM; 0.38% of 300,000 active;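 active means inhibition past about -25% in most replicates, and total fluorescence under double the plate's negative control median, limit read from the data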;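 further: 0% = DMSO and -100% = 5 µM competing unlabeled TCR2 RNA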
Bcl-xL primary – Bcl-xL (human) inhibition. GST-Bcl-xL / FITC-Bim BH3 peptide fluorescence polarization. inhibition, % at 10.9 µM. 0.7% of 320,000 active;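 active means inhibition above the mean of all tested compounds plus 3 SD, cutoff set per campaign, cut at about 30% in these data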;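 further: 0% = DMSO wells and 100% = unlabeled Bim-BH3 peptide competitor; inhibitors lower millipolarization by displacing the labeled peptide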
Target sequence (Q07817 whole entry, looked up): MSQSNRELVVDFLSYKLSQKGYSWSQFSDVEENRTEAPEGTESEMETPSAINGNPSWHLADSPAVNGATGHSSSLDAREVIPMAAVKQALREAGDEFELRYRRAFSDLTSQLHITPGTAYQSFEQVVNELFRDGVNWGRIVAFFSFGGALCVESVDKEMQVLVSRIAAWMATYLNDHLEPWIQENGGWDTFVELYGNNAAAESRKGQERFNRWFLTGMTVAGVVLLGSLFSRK
GLD-1 RNA inh – GLD-1-TGE RNA interaction inhibition (C. elegans); purified GLD-1 + fluorescein TGE RNA, fluorescence polarization; Q17339; inhibition, % at 5.96 µM; 0.44% of 320,000 active;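 active means percent inhibition above a per-plate cutoff, the plate mean of test compounds plus 3 SD, cut at about 30% in these data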;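 further: 0% = DMSO wells with GLD-1 and probe and 100% = wells lacking GLD-1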
PAD4 FP inh – blocks human protein arginine deiminase 4. Q9UM07. recombinant PAD4, RCA probe fluorescence polarization. inhibition, % at 6.36 µM. 0.41% of 330,000 active. AID 485272;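 active means percent inhibition above a cutoff equal to the mean of all tested compounds plus 3 SD, cut at about 15% in these data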;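 further: 0% = PAD4 with RCA probe and DMSO and 100% = probe without PAD4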
TPT1 inhibitor – C. albicans TPT1 enzyme inhibition; inhibition, % at 5 µM; 0.81% of 300,000 active; recombinant caTPT1, FP RNA substrate dephosphorylation;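 active means inhibition above the mean of all tested compounds plus 3 SD, set per screening campaign, cut at about 24% in these data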;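 further: plate controls were DMSO alone for no effect and ferristatin control at 100 nM for full effect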
PME-1 inh – blocks human protein phosphatase methylesterase 1. 0.53% of 320,000 active. AID 2130. inhibition, % at 5.9 µM. Q9Y570. recombinant PME-1, FP-Rh probe fluorescence polarization;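 active means inhibition above the campaign mean of all compounds plus 3 SD, cut at about 26% in these data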;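 further: competitive labeling of PME-1 active site by serine hydrolase directed probe; 0% = PME-1 with DMSO and 100% = wells lacking PME-1 enzyme; inhibitors block probe labeling so polarization falls and inhibition rises; many of its hits are not listed in these tables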
Target sequence (Q9Y570 whole entry, looked up): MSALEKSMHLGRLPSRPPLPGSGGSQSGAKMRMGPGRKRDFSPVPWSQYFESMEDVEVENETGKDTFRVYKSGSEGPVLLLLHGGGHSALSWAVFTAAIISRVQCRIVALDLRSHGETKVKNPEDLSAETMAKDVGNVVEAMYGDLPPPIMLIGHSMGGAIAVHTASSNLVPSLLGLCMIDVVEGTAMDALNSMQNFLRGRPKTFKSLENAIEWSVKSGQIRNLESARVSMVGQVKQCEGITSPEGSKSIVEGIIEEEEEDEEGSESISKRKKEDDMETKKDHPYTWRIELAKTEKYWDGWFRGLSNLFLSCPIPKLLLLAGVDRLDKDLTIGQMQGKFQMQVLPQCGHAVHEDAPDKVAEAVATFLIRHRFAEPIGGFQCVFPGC
GSTO1 counter – blocks human GSTO1 in RBBP9 counter-screen | P78417 | recombinant GSTO1, activity-based probe fluorescence polarization | inhibition, % at 5.96 µM | 1.1% of 300,000 active;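 active means inhibition above the campaign mean inhibition plus 3 SD, cut at about 35% in these data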;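 further: 0% = GSTO1-1 with DMSO and 100% = wells lacking GSTO1-1 enzyme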
MCL1 BIM primary – MCL1-BIM-BH3 interaction inhibition (human) | inhibition, % at 10.9 µM | 0.68% of 320,000 active | GST-MCL1 / FITC-Bim-BH3 fluorescence polarization | Q07820;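 active means inhibition above the mean inhibition of all tested compounds plus 3 SD, set per campaign, cut at about 40% in these data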;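 further: 0% = DMSO wells and 100% = unlabeled Bim-BH3 peptide control; higher means more loss of mP so more displacement of Bim peptide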
Target sequence (Q07820 whole entry, looked up): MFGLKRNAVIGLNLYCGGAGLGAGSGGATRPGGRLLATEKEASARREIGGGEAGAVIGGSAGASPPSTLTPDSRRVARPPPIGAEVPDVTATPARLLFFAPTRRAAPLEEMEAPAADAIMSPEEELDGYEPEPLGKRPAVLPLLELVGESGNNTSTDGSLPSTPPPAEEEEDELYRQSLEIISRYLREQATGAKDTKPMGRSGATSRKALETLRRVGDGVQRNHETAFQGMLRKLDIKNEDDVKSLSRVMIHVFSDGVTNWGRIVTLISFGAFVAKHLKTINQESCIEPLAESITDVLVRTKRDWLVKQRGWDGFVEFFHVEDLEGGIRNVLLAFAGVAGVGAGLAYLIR
Fam108B inh – counter-screen for RBBP9 inhibitors: inhibitors of mouse Fam108B | recombinant Fam108B, FP-Rh probe fluorescence polarization | inhibition, % at 9.51 µM | 0.33% of 300,000 active | AID 1947;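 active means inhibition above the screen mean inhibition plus 3 SD, computed separately per campaign, cut at about 18% in these data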;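 further: inhibitors lower polarization as less probe binds the enzyme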
* marks the source's active call; other numbers are inactive results; nt = no result given. Some of the compounds tested; count on the stated rates, not on these rows.

Screens in order: PAD4 FP inh	TPT1 inhibitor	GSTO1 counter	Bcl-xL primary	MEX-5 binding	PME-1 inh	GLD-1 RNA inh	Fam108B inh	MCL1 BIM primary
- CCn1c(SCC(=O)Nc2nc3c(s2)CCCC3)nnc1-c1ccccc1
  -9.3	-0.8	4.7	2.3	-0.7	12.1	2.7	0.5	3.2
- CCC1Sc2ccc(S(=O)(=O)Nc3ccc(OC)c(OC)c3)cc2NC1=O (stereo not drawn)
  1.5	1.3	13.8	7.8	0.1	4.6	6.4	2.3	5.7
- CCN(C(=O)COC(=O)CCC(=O)c1cccs1)c1c(N)n(Cc2ccccc2)c(=O)[nH]c1=O
  0.0	-0.1	-0.5	-1.2	0.8	-0.8	6.1	1.1	4.3
- CC(=O)Oc1ccc(N(C(C)=O)S(=O)(=O)c2cc([N+](=O)[O-])ccc2C)cc1
  -2.7	-0.8	7.4	-4.0	-1.3	10.6	2.0	3.1	4.4
- CCOC(=O)Cc1csc(NC(=S)NC(=O)CC(C)C)n1
  -2.0	-0.6	0.7	10.8	-1.4	3.0	-1.8	-1.9	4.5
- Cc1ccc2nnc(Cl)n2n1
  4.8	-4.0	3.1	-2.4	-0.3	-7.2	3.7	1.4	-0.9
- Cc1cccc(OCC(=O)N(Cc2cccs2)C2CCS(=O)(=O)C2)c1C (stereo not drawn)
  1.5	-1.9	-5.3	5.2	0.9	2.3	-2.2	-2.0	5.3
- COc1cc(C(=O)N2CCN(S(=O)(=O)c3ccc(F)cc3)CC2)cc(OC)c1OC
  1.9	-0.3	3.8	4.2	-0.3	2.6	6.0	-2.0	-0.3
- CCOC(=O)c1ccc(NC(=O)COc2ccc(S(=O)(=O)NC(C)C)cc2)cc1
  -4.9	-1.8	-3.5	3.4	1.9	-13.4	4.3	2.8	3.4
- Cc1ccc(C(=O)NCCc2nnc3ccc(SCC(=O)Nc4cc(C)on4)nn23)cc1
  -7.7	1.6	0.9	9.4	-0.4	-2.2	3.9	0.5	5.4
- O=C(CCNS(=O)(=O)c1ccccc1)N1CCN(c2ccccc2F)CC1
  -0.3	-3.3	-4.3	5.9	-1.4	1.9	-1.9	-0.8	-1.1
- CSc1cccc(NS(=O)(=O)c2ccccc2)c1
  -1.4	-4.6	10.1	2.5	-1.0	-2.3	-2.9	3.5	-0.1
- CC(=O)c1c(C)nc2ccccc2c1N
  4.5	3.1	5.5	5.3	0.6	1.3	5.8	0.0	6.8
- Cc1ccc(C)c(NC(=O)CSc2nc(=O)n(CCN3CCOCC3)c3c2CCCC3)c1
  -1.8	-0.1	2.2	4.7	0.2	0.2	7.1	1.3	1.5
- CN(C)C(=O)COC(=O)c1cccc(CN2C(=O)c3ccccc3C2=O)c1
  -1.1	-4.8	2.6	3.1	1.7	2.0	3.0	-2.1	7.1

Carrying on.
Screens in order: PAD4 FP inh	TPT1 inhibitor	GSTO1 counter	Bcl-xL primary	MEX-5 binding	PME-1 inh	GLD-1 RNA inh	Fam108B inh	MCL1 BIM primary
- CCC1CCCCN1C(=O)CSc1nc2c([nH]c3ccccc32)c(=O)n1C (stereo not drawn)
  0.3	0.4	-0.8	8.6	0.0	6.4	6.2	2.9	7.8
- O=C(COc1ccc(S(=O)(=O)N2CCCCC2)cc1)NCc1cccnc1
  -1.1	-0.7	3.0	-0.7	-0.4	-2.7	0.4	-2.1	3.1
- COc1ccc(NC(=O)C2CCCN(C(=O)c3ccc(Cl)cc3)C2)cc1S(=O)(=O)N(C)C (stereo not drawn)
  -8.9	nt	nt	-5.1	nt	-5.9	6.4	nt	-9.9
- COc1ccc(COc2ccsc2C(=O)Nc2ccc(Cl)cc2)cc1
  1.3	-0.5	-4.4	-6.2	0.9	-16.6	4.8	-11.7	-4.6
- Cc1cccc(OCCCC(=O)Nc2ccc(S(=O)(=O)Nc3ncccn3)cc2)c1C
  -1.5	-0.3	3.8	4.5	0.4	3.7	-1.6	3.7	4.1
- O=C(Cn1cccc1C(=O)c1ccccc1)NCCN1CCOCC1
  -2.3	-1.6	1.7	7.2	-2.1	2.0	-2.0	-2.6	4.2
- COC(=O)C1=C(O)/C(=C\c2ccc(O)c(OC)c2)N=C1C
  0.4	10.4	16.6	-7.3	25.8	-5.1	-26.1	-5.2	-12.8
- CCCCNC(=S)N(CCCN(C)C)Cc1cc2cc3c(cc2[nH]c1=O)OCO3
  -6.0	-1.6	4.2	2.2	1.5	-0.2	1.9	0.5	12.2
- CC1Cc2cc(/C(O)=C3/C(=O)C(=O)N(CCCn4ccnc4)C3c3ccc(Br)cc3)ccc2O1 (stereo not drawn)
  -3.7	-0.2	-4.6	4.3	-0.1	-1.4	0.0	0.6	-5.9
- O=C(NC(Nc1nc2ccc([N+](=O)[O-])cc2s1)(C(F)(F)F)C(F)(F)F)c1ccccc1
  1.9	17.0	-4.0	-28.9	-2.9	-1.8	-3.4	5.9	-33.3
- Cc1ccc(CSc2nc3ccsc3c(=O)n2Cc2ccccn2)cc1
  -1.0	-2.1	-5.2	4.6	2.6	4.3	8.0	7.0	7.1
- Cc1cc(C(F)(F)F)nn1CC(=O)NNC(=S)Nc1ccc(F)cc1
  -1.6	2.8	-2.5	0.9	2.1	0.6	-2.1	2.4	3.2
- CC(=O)Nc1ccc(NC(=O)c2cc(=O)c3ccccc3o2)cc1
  -1.2	2.2	3.8	1.1	-3.1	-6.1	4.4	-2.4	-6.5
- COc1cccc(CN2CC(C(=O)N(C)C3CCOCC3)CCC2=O)c1 (stereo not drawn)
  -3.9	-0.9	1.0	-0.6	-0.8	3.3	6.5	-3.7	-0.8
- O=C(CCCN1CCC(C(=O)c2ccc(F)cc2)CC1)c1ccc(F)cc1
  -4.4	4.3	-1.5	8.2	0.4	1.3	-1.4	-1.2	5.7

Next records:
Screens in order: PAD4 FP inh	TPT1 inhibitor	GSTO1 counter	Bcl-xL primary	MEX-5 binding	PME-1 inh	GLD-1 RNA inh	Fam108B inh	MCL1 BIM primary
- CC(C)c1ccccc1NC(=S)N(C)C
  1.7	0.1	5.1	-0.1	1.3	-2.4	2.4	-3.0	-2.8
- COc1ccccc1Nc1nc(-c2cccc(N3C(=O)c4ccccc4C3=O)c2)cs1
  2.3	1.2	-8.0	3.5	2.2	0.3	3.1	1.5	-2.9
- O=C(COC(=O)c1ccc([N+](=O)[O-])cc1Cl)NC(=O)c1ccccc1
  -7.7	2.4	5.6	0.9	1.0	-3.1	4.1	-3.0	-2.5
- c1cnn(Cc2cnc(N3CCOCC3)s2)c1
  -2.0	-0.1	-3.0	-1.4	3.3	-6.1	-1.2	-3.2	-2.7
- Cc1cc(C)c(NC(=O)c2cnn(C)c2)c(C)c1
  -1.9	0.6	-2.2	1.3	-0.8	-2.9	-3.3	5.7	-0.4
- CCOc1ccccc1N(C)S(=O)(=O)c1ccc2[nH]cc(C(=O)N(CCOC)CCOC)c(=O)c2c1
  -1.5	3.9	-0.2	-0.1	0.7	0.5	3.4	-1.9	-4.9
- CC(C)Cn1c(=O)c(C(=O)NCc2ccc3c(c2)OCO3)c(O)c2ccccc21
  3.6	1.6	11.2	-0.4	1.4	-8.3	-1.3	-10.6	6.0
- c1ccc(COc2cccc(CN3CCCCC3)c2)cc1
  -0.1	-1.1	7.2	6.4	-1.6	-3.2	0.3	3.3	1.3
- COc1ccc(NC(=O)[C@@H]2CC=C[C@@H]3CCN(Cc4ccccc4)C(=O)[C@@H]32)cc1
  4.5	-1.7	-1.9	1.2	-2.8	-12.4	-4.0	-1.2	3.5
- Cn1c(CCC(=O)OCC(=O)NCc2ccc3c(c2)OCO3)nc(=O)c2ccccc21
  0.2	-1.7	-0.1	2.7	1.1	4.0	3.5	5.1	3.6
- CC(C(=O)Nc1cccnc1)C1Sc2ccccc2NC1=O (stereo not drawn)
  -2.9	-2.8	-0.5	8.5	-5.0	5.8	-6.1	-0.6	7.7
- COC(=O)C1=C(C(=O)OC)[C@@H]2N(C)c3ccc(OC)cc3[C@@]23C[C@@H](C(=O)OC)N(C(=O)C2CCC2)C3=N1
  3.0	-2.7	4.8	1.2	1.2	-4.4	0.0	1.0	4.9
- COCCOc1cc(NC(=O)CS(=O)CC(=O)N(C)C)c(Cl)cc1Cl (stereo not drawn)
  -1.1	5.1	-2.2	2.8	4.8	0.8	1.4	-3.6	-2.0
- CCN(CC)c1ccc(/C=N/NC(=O)c2nnn(-c3nonc3N)c2-c2ccc(C)cc2)cc1
  -2.3	1.6	-1.9	-4.4	-3.2	4.2	-4.7	0.3	-4.6
- COc1ccc(C(C(=O)NC(C)(C)C)N(C(=O)CNC(=O)c2cccs2)c2ccc(C)cc2)cc1OC (stereo not drawn)
  7.3	-2.2	2.5	3.6	0.1	-2.0	-1.5	2.6	-1.9

Further records follow.
Screens in order: PAD4 FP inh	TPT1 inhibitor	GSTO1 counter	Bcl-xL primary	MEX-5 binding	PME-1 inh	GLD-1 RNA inh	Fam108B inh	MCL1 BIM primary
- CC12CCC(C(=O)N(NC(=O)c3cccnc3)C1=O)C2(C)C (stereo not drawn)
  8.8	-0.7	4.8	2.7	-1.6	-1.8	-0.5	-5.8	6.4
- Cn1c(=O)[nH]c(=O)c2c1nc(NCCCO)n2Cc1ccc(F)cc1
  -3.8	-1.2	3.7	3.4	1.5	-5.0	13.2	0.2	5.1
- Cc1ccc(-c2nn(C)c(=O)c3ccccc23)cc1CO
  -3.4	-1.2	1.7	8.3	-0.4	-6.3	5.8	-1.3	4.3
- Cc1ccccc1CCN(C(=O)CN1C(=O)c2ccccc2S1(=O)=O)C(C(=O)NCC1CCCO1)c1ccncc1 (stereo not drawn)
  -3.6	-2.1	0.6	2.1	0.3	4.8	1.9	4.6	-2.1
- CC[C@H]1OC(=O)[C@H](C)[C@@H](O[C@H]2C[C@@](C)(OC)[C@@H](O)[C@H](C)O2)[C@H](C)[C@@H](O[C@@H]2O[C@H](C)C[C@H](N(C)C)[C@H]2O)[C@](C)(O)C[C@@H](C)[C@@H]2N[C@@H](COCCOC)O[C@H]([C@H]2C)[C@]1(C)O
  0.1	0.5	1.4	-1.1	3.1	-1.3	6.1	-4.0	2.8
- CCc1ccc(-c2cc(C)no2)cc1S(=O)(=O)NCc1ccco1
  2.5	-2.4	7.6	6.9	-0.3	1.1	-2.3	0.7	3.9
- Cc1cccc(NC(=O)c2nc[nH]c2C(=O)N[C@@H](CCCCNC(=O)OC(C)(C)C)C(=O)OC(C)(C)C)c1
  1.6	-2.8	-11.6	3.6	0.6	-36.9	3.0	-25.6	2.8
- Cc1nc(C(N)=O)c(N)n1CCc1ccccc1
  -3.1	-1.4	1.1	5.8	-0.4	5.0	4.9	0.6	5.3
- Cn1c(=O)c2c(nc(NC3CCCCC3)n2Cc2ccccc2)n(C)c1=O
  -0.3	-0.6	2.3	3.0	3.2	0.2	2.8	2.0	3.9
- CCOC(=O)c1c(S(=O)(=O)NCCCc2ccco2)c(C)n(C)c1C
  2.8	0.5	-7.5	6.2	1.8	2.4	3.1	-1.0	2.3
- Cc1ccc(S(=O)(=O)CCC(=O)Oc2ccc(-c3nnco3)cc2)cc1
  2.6	0.6	4.8	0.3	2.0	-5.6	1.8	1.8	-1.4
- CC(/C=N/NC(=O)c1sc(N)nc1C)=C\c1ccccc1
  3.4	-0.7	-3.3	0.0	-1.9	4.7	6.8	-1.2	7.3
- CCOC(=O)COc1c(OC)cc(Cl)cc1C1NC(=O)NC(C)=C1C(C)=O (stereo not drawn)
  0.7	0.9	-4.3	-4.7	-1.3	-3.5	8.1	-3.5	-0.2
- CC(OC(=O)c1cccc(-n2cnnn2)c1)C(=O)Nc1ccc(F)cc1 (stereo not drawn)
  -2.1	3.1	-0.6	1.7	0.3	7.2	-3.7	-7.2	-10.1
